PP1 inh = blocks human PP1-alpha phosphatase, a PP5 counter-screen; P62136; AID 2235; inhibition, % at 6.7 µM; 0.9% of 320,000 active; purified PP1alpha, OMFP fluorescence;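 active = inhibition above the mean inhibition of all tested compounds plus 3 SD, computed separately for each screening campaign, cut at about 15% in these data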
VLA-4 inh = inhibition in a human VLA-4 binding assay | VLA-4 expressing cells, ligand binding flow cytometry | inhibition, % (about 7 µM as worked out from the volumes in the protocol) | 0.2% of 330,000 active; in the data active = inhibition above about 50%
core dimer inh = HCV core protein dimerization inhibition; TR-FRET GST/Flag-core106 dimerization, 1536-well; inhibition, % at 5 µM; 0.33% of 300,000 active; AID 1899;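 active = inhibition above the mean of all tested compounds plus 3 SD, set per screening campaign, cut at about 45% in these data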
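Test system: GST/Flag-tagged HCV core106 proteins; Medium: KF-containing HEPES buffer, pH 7.45, DTT, CHAPS, BSA; Times: compound-protein-antibody incubation 4 h at 22.5 °C; Detection: TR-FRET 671 and 617 nm emission; Benchmarks: wells lacking GST-core106 and wells with excess unlabelled core106.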
Fh CTSL1 inh = blocks F. hepatica cathepsin L1 in PFM18AAP counter-screen; recombinant F. hepatica cathepsin L1, Z-Leu-Arg-MCA fluorescence; inhibition, % at 5.96 µM; 0.49% of 300,000 active; AID 1906;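 active = inhibition above the mean of all tested compounds plus 3 SD, set per screening campaign, cut at about 17% in these data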;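 also: 0% = plate median of test compound wells and 100% = 1 µM Z-Phe-Ala-diazomethylketone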
GRK2 aptamer HTS = inhibitors of human GRK2 displacing RNA aptamer | bead flow cytometry, FAM-aptamer displacement from GRK2 | P25098 | inhibition of aptamer binding, % at 10 µM | 0.59% of 330,000 active;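 active = inhibition of aptamer binding above 40%, roughly 3 SD of noise, on plates passing a quality check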;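 also: median bead fluorescence of bound FAM aptamer so fluorescent compounds give negative values; no value below 0 was filed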
proCasp3 act = activators of human procaspase-3; recombinant procaspase-3 D3A, Ac-DEVD-pNA absorbance 405 nm; 0.11% of 330,000 active; P42574; activation, % at 8.5 µM;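 active = activation above the mean of all tested compounds plus 3 SD, cut at about 21% in these data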;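 also: 0% = DMSO alone and 100% = DMSO wells spiked with extra 5 µM PC-3 D3A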
Target sequence (P42574 whole entry D9A/D28A/D175A): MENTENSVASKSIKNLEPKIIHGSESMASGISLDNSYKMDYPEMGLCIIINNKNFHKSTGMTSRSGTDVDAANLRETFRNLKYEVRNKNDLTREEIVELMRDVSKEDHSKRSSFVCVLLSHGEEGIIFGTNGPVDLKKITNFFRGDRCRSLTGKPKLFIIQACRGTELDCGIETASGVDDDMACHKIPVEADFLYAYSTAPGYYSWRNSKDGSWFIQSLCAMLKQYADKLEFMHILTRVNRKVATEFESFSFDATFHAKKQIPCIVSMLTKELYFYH
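Technique: 405 nm absorbance of p-nitroaniline, reads at 0 and 120 min; Test system: Procaspase-3 D3A mutant; Incubation: 1 h enzyme-compound preincubation, then 2 h substrate reaction, 25 °C; Repeats: singlicate, each compound tested once; Benchmarks: low control DMSO wells, high control DMSO plus 5 µM PC-3 D3A.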
PP5 inh = inhibitors of human protein phosphatase 5 (PP5); purified PP5c, OMFP substrate fluorescence; inhibition, % at 6.7 µM; 0.18% of 320,000 active;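 active = inhibition above the campaign's mean inhibition across all tested compounds plus 3 SD, cut at about 9.5% in these data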;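 also: 0% = DMSO only and 100% = 100 µM cantharidin control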
Target sequence (P53041 whole entry, looked up): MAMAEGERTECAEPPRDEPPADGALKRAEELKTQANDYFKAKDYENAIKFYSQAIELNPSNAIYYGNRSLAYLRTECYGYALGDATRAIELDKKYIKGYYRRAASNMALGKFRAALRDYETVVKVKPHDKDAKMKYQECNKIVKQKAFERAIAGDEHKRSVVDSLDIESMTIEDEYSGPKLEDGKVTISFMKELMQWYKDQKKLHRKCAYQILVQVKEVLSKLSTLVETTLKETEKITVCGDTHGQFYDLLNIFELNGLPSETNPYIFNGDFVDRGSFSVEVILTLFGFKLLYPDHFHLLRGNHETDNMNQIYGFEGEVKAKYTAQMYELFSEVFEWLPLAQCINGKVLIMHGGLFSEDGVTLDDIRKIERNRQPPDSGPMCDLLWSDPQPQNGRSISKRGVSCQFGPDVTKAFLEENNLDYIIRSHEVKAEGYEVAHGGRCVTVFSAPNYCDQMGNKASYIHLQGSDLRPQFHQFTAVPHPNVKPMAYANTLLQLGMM
procasp7 counter = activates human procaspase-7, counter-screen for procaspase-3 activators; activation, % at 8.5 µM; AID 463210; 0.093% of 330,000 active; recombinant procaspase-7, Ac-DEVD-pNA absorbance 405 nm; D23A/D198A/D206A triple mutant, cannot self-cleave; scale: DMSO 0, 5 µM enzyme 100;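 active = percent activation above the screen-wide mean plus 3 SD, cut at about 25% in these data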
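Detection: p-Nitroaniline absorbance at 405 nm, read at 0 and 120 min; system: Uncleavable procaspase-7 mutant enzyme; evaluation: % activation from two-timepoint absorbance difference, scaled to controls; times: 1 h enzyme–compound preincubation and 2 h substrate reaction, both 25 °C; buffer or medium: Zinc-free HEPES pH 7.4 with 300 mM NaCl, 0.01% Triton X-100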
GASC-1 inh = human JMJD2C demethylase inhibition; inhibition, % at 2.35 µM; 0.069% of 330,000 active; Q9H3R0; GST-JMJD2C(1-420) H3K9me3 demethylation, DELFIA europium;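 active = more than half of a compound's replicate wells show inhibition beyond 50%, single wells judged on their own value; inconclusive = some, but no more than half, of replicates pass 50% inhibition; inactive = no replicate passes 50% inhibition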;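 also: signal counts dimethyl H3K9 product captured on neutravidin plate; 0% = median of DMSO wells and 100% = 0.3 times that DMSO median; strong numbers were not always called active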
* marks the source's active call; other numbers are inactive results; i = inactive; ? = inconclusive; · = no result given.

SMILES	PP1 inh	VLA-4 inh	core dimer inh	Fh CTSL1 inh	GRK2 aptamer HTS	proCasp3 act	PP5 inh	procasp7 counter	GASC-1 inh
O=C(CSc1nnc(CNC(=O)c2cccs2)o1)Nc1ccc(Br)cc1	-1	-1	1	1	3	3	2.5	-2	2
CCCCCN1C(C)=CC(=C(C#N)C#N)C=C1C	-3	4	-1	3	4	1	-0.4	15	3
c1ccc(-c2nn3c(-c4ccccc4)nnc3s2)cc1	2	9	7	3	0	-2	4.3	0	3
C=CCn1cc(C(=O)OC)c(=O)c2cc(S(=O)(=O)N(CC)CC)ccc21	4	13	-5	0	0	8	-0.9	-1	-6
Cc1csc(/C(=N/OC(=O)c2ccco2)C(N)=O)n1	-4	12	5	1	0	-7	-2.0	-1	1
CCCCc1c(C)nc2ccc(OC)cc2c1SCCC(=O)O	0	-17	4	2	15	-5	-0.9	-1	-5
Cc1ccc(S(=O)(=O)Nc2c(NC3CCCCC3)c3ccccc3oc2=O)cc1	1	-3	2	-3	0	-6	-5.4	2	4
COc1cc(/C=N/O)ccc1OCc1ccc([N+](=O)[O-])cc1	-2	·	-1	0	1	15	0.7	-4	3
COc1ccc(CCNC(=O)c2ccc(S(=O)(=O)N3CCCCC3)cc2)cc1	1	3	·	·	3	4	1.2	-5	·
Cc1cc(OCC(=O)OCC(=O)NCc2cccs2)ccc1Cl	·	16	·	·	0	7	·	-5	·
COC(=O)C1=C(C)N(Cc2cccnc2)C(=O)/C1=C\c1sccc1C	-1	10	-3	6	0	2	-0.4	0	-1
Oc1cc(O)cc(/C=C/c2ccc(O)c(O)c2)c1	-3	-9	-23	2	1	-32	0.7	-28	32
O=C(NCCN1CCN(c2ccccc2)CC1)c1cccn2c(=O)c3cc(Cl)ccc3nc12	-2	-9	4	-2	3	8	0.1	-8	?
COc1ccc(OC)c(/C=C/C(=O)OCC(=O)N2CCCC2)c1	-7	10	·	·	3	-2	-3.0	9	·
Cc1ccc(/C=N/Nc2ccc(Cl)nn2)cc1	-7	6	1	3	0	2	3.5	4	39
COc1ccc(/C=N/NC(=O)c2cccnc2)cc1CN1CCN(c2ccc(F)cc2)CC1	-4	-13	0	2	3	2	2.1	-4	-4
O=C(/C=C/c1cccc([N+](=O)[O-])c1)N1CCN(S(=O)(=O)c2cccs2)CC1	2	5	2	-1	1	-4	1.3	9	0
O=[N+]([O-])c1ccccc1OC/C(=N\O)c1ccccc1	1	13	1	5	0	1	2.6	-12	-36
COc1cccc(NC(=O)CCNC(=O)c2ccccc2Cl)c1	-5	-3	2	1	0	5	1.6	-3	-28
Cc1ccc(NC(=O)COC(=O)COc2ccc(Cl)cc2C)c([N+](=O)[O-])c1	6	10	4	-10	0	6	-0.8	4	2
Cc1ccc(C)c(S(=O)(=O)N2CCCC2CNC(=O)C(=O)NC2CCCC2)c1 (centres undefined)	1	8	1	-2	1	11	0.1	-4	-7
COc1ccc(Nc2cc(=O)oc3ccccc23)cc1	-8	-4	0	-4	0	4	1.4	-2	-9
CC1CCCCC12NC(=O)N(CC(=O)Nc1ccc3c(c1)OCCCO3)C2=O (centres undefined)	-4	0	·	·	0	6	-1.4	-3	13
CCOC(=O)c1nc(Nc2ccc(N3CCC(C)CC3)cc2)c2ccccc2n1	8	-15	-2	1	0	2	3.9	7	5
COC(=O)c1c(-c2ccccc2OC)sc2ccccc12	-6	6	·	·	0	3	-1.3	-3	1

3 structures from above, ordered by SMILES length, largest number first.
SMILES	PP1 inh	VLA-4 inh	core dimer inh	Fh CTSL1 inh	GRK2 aptamer HTS	proCasp3 act	PP5 inh	procasp7 counter	GASC-1 inh
COC(=O)C1=C(C)N(Cc2cccnc2)C(=O)/C1=C\c1sccc1C	-1	10	-3	6	0	2	-0.4	0	-1
COc1ccc(OC)c(/C=C/C(=O)OCC(=O)N2CCCC2)c1	-7	10	·	·	3	-2	-3.0	9	·
COc1ccc(Nc2cc(=O)oc3ccccc23)cc1	-8	-4	0	-4	0	4	1.4	-2	-9

More results
SMILES	PP1 inh	VLA-4 inh	core dimer inh	Fh CTSL1 inh	GRK2 aptamer HTS	proCasp3 act	PP5 inh	procasp7 counter	GASC-1 inh
CC1CN(C(=O)c2ccc3c(c2)OCO3)CC(C)O1 (centres undefined)	-5	-11	-2	1	1	-3	0.0	6	-2
O=C(NCc1cccnc1)c1noc2c1CCCCC2	-4	·	-5	-2	1	-1	2.1	-6	-33
O=C(NNS(=O)(=O)c1ccccc1C(F)(F)F)c1cc2ncc(C(F)(F)F)cc2s1	-3	-5	0	1	1	-13	1.2	-1	5
O=C(CSc1ccccn1)Nc1nc2ccc(Br)cc2s1	1	12	-4	-1	0	-5	1.4	5	-3
O=[N+]([O-])c1cc(/C=N/NC(=S)Nc2ccccc2Cl)ccc1Cl	15	37	-1	2	0	3	0.9	3	·
O=C(c1ccccc1NS(=O)(=O)c1ccccc1)N1CCCCCC1	0	-2	10	0	1	8	1.3	5	-10
COc1ccc(Cl)cc1NC(=O)CN(c1ccccc1)S(=O)(=O)N(C)C	2	2	3	3	1	-2	2.7	-11	-16
COc1ccc(-c2nc(N)nc(C(F)(F)F)c2-c2csc(C)n2)c(O)c1	-4	-4	0	6	2	5	0.6	-2	1
O=C(CSc1ccc(Cl)cc1)Nc1ccccc1N1CCN(C(=O)c2ccccc2)CC1	0	-1	9	2	1	1	-0.4	6	11
Cc1ccc2c(cnn2C(=O)CCC(=O)N2CCCCC2C)c1 (centres undefined)	-3	7	-4	0	1	1	3.7	-9	2
Nc1c(C(=O)c2ccc(Cl)cc2)sc2c1c(=O)[nH]c(=O)n2-c1ccccc1	16*	-5	17	0	100*	4	0.1	3	-5
O=C(NCc1ccccc1)/C(NC(=O)c1ccccc1)=C(/Sc1ccccn1)c1ccccc1	6	4	2	2	0	-2	2.8	0	-3
COc1cc(/C=C2\C(=O)NN(c3ccc(C)cc3)C2=O)cc([N+](=O)[O-])c1O	1	-2	-3	0	3	-3	2.0	-1	41
COC(=O)[C@@]1(Cc2ccccc2)[C@H]2c3cc(C(=O)N4CCCC4)n(CCSCCO)c3C[C@H]2CN1C(=O)c1ccccc1	-6	-4	13	-1	0	7	0.0	-4	-9
CSc1ncc(C(=O)Nc2ccccc2Cl)c(C)n1	-2	-16	-15	1	1	-6	0.5	-6	-29
CC(CCn1cccn1)NC(=O)CCc1nnc(CCc2ccccc2)o1 (centres undefined)	-3	-4	-3	-1	2	20	0.9	-10	3
CCN(CC)c1nc2c(s1)C(=O)CC(C)(C)C2	-3	-2	-7	0	2	5	1.6	8	0
CC(=O)c1ccccc1NS(=O)(=O)c1ccc2c(c1)CC(=O)N2	0	7	·	·	13	-2	0.8	-4	1
CC(=O)Nc1nc(-c2ccc3c(c2)OCO3)cs1	-4	-1	-4	-5	0	-3	1.9	3	19
C=CCN1C(=O)c2ccc(C(=O)OCC(=O)N3CCN(c4ccccc4)CC3)cc2C1=O	-3	3	-1	1	2	1	2.2	9	-29
O=[N+]([O-])c1cnc2ccccc2c1	0	-2	4	-7	0	-9	0.1	-7	2
CC(C)CCN1CCN(Cc2nc3c(s2)CCCC3)CC1CCO (centres undefined)	-1	3	-1	-3	0	5	-2.6	-1	i
Cc1cc(Cl)ccc1NC(=S)NCCN1CCOCC1	-2	31	-3	3	2	3	-1.1	8	9
CCCNC(=O)CN(C)S(=O)(=O)c1ccc(F)cc1	-1	13	-6	-1	2	0	1.4	-4	21
CCOC(=O)C1CCN(C(=O)c2cccc(N3C(=O)NC4CC3(C)Oc3ccc(C)cc34)c2)CC1 (centres undefined)	-3	2	8	-1	1	10	2.3	3	-8

Entries of single compounds, looked up by structure. Order of screens: PP1 inh, VLA-4 inh, core dimer inh, Fh CTSL1 inh, GRK2 aptamer HTS, proCasp3 act, PP5 inh, procasp7 counter, GASC-1 inh
COc1ccc(Cl)cc1NC(=O)CN(c1ccccc1)S(=O)(=O)N(C)C in the list: 2, 2, 3, 3, 1, -2, 2.7, -11, -16
CC(CCn1cccn1)NC(=O)CCc1nnc(CCc2ccccc2)o1 (centres undefined) in the list: -3, -4, -3, -1, 2, 20, 0.9, -10, 3

Later entries
SMILES	PP1 inh	VLA-4 inh	core dimer inh	Fh CTSL1 inh	GRK2 aptamer HTS	proCasp3 act	PP5 inh	procasp7 counter	GASC-1 inh
O=C(NCCO)/C(=C/c1ccc(Br)cc1)NC(=O)c1cccs1	-1	·	-3	6	2	-5	1.5	5	6
O=C(COC(=O)c1ccco1)c1ccc(Cl)cc1	0	9	-6	-3	0	-3	0.0	4	-4
CCOc1ccc(C(=S)N2CCOCC2)cc1	0	-1	-7	2	3	3	3.2	9	1
CC1Cc2cc(S(=O)(=O)NCCC(=O)NCc3ccc(F)cc3)ccc2N1C(=O)C1CC1 (centres undefined)	-3	8	4	1	0	0	2.0	-3	9
COc1ccc(NC(=O)CSc2nnc(N)s2)cc1	2	10	-2	-4	4	1	1.5	-8	-8
Cc1cccc(CN2C(=O)[C@@H]3Cc4c([nH]c5ccccc45)C(C)(C)N3C2=O)c1	1	6	-3	6	3	-1	4.6	-14	-19
CCN(CC)S(=O)(=O)c1cccc(C(=O)NCC(=O)OCC(=O)NCc2ccccc2)c1	-2	-9	-1	-15	1	3	2.5	9	3
CC(OC(=O)CC(NC(=O)c1ccccc1Cl)c1ccccc1)C(=O)Nc1cccc(Cl)c1Cl (centres undefined)	2	27	-2	-5	1	9	3.1	3	18
CC(=O)N1CCN(S(=O)(=O)c2cccc(C(=O)NC3CC3)c2)CC1	6	0	·	·	2	-5	1.7	-1	·
CCOC(=O)N1CCC(O)(c2cc(C)c(C)cc2C)CC1	-5	8	3	2	0	-13	-0.8	3	3

Some of the entries above, reformatted.
Results follow in this order: PP1 inh, VLA-4 inh, core dimer inh, Fh CTSL1 inh, GRK2 aptamer HTS, proCasp3 act, PP5 inh, procasp7 counter, GASC-1 inh
- Cc1csc(/C(=N/OC(=O)c2ccco2)C(N)=O)n1
→ -4, 12, 5, 1, 0, -7, -2.0, -1, 1
- CCCCc1c(C)nc2ccc(OC)cc2c1SCCC(=O)O
→ 0, -17, 4, 2, 15, -5, -0.9, -1, -5
- Cc1ccc(S(=O)(=O)Nc2c(NC3CCCCC3)c3ccccc3oc2=O)cc1
→ 1, -3, 2, -3, 0, -6, -5.4, 2, 4
- COc1cc(/C=N/O)ccc1OCc1ccc([N+](=O)[O-])cc1
→ -2, ·, -1, 0, 1, 15, 0.7, -4, 3
